NadD inh = inhibitors of S. aureus NadD, primary screen, biochemical, colorimetric, uHTS; Nicotinate-nucleotide adenylyltransferase NadD (Staphylococcus aureus N315); 0.78% of 360,000 active; purified NadD enzyme, colorimetric absorbance read-out; inhibition, % at 20 µM; in the data active = inhibition above about 26%; note: some compounds past the cut are filed as inactive
TbMetRS inhib = T. brucei MetRS inhibitors, primary screen, biochemical, luminescence; inhibition, % at 11.9 µM; 0.4% of 360,000 active; AID 624268, 2012; purified T. brucei MetRS, ATP depletion, Kinase-Glo luminescence; methionyl-tRNA synthetase (Trypanosoma brucei brucei);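 active = inhibition above a per-plate cutoff of the control wells' mean inhibition plus 3 SD, cut at about 5.5% in these data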;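 note: 0% = DMSO wells median and 100% = median of wells with control inhibitor compound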
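technique = Kinase-Glo luminescence, ATP depletion format | system = purified MetRS (methionyl-tRNA synthetase) enzyme from Trypanosoma brucei | timing = 15 min preincubation, 2 h reaction, all 25 °C | evaluation = percent inhibition versus plate control medians | dosing = single dose, 11.9 µM final nominal, 0.9% final DMSO | also added = substrates ATP, L-methionine and bulk Escherichia coli tRNA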
SUMO1 PPI mod = modulators of SUMO1 protein-protein interactions, primary screen, biochemical, uHTS. Small ubiquitin-related modifier 1 (Homo sapiens), P63165. SUMO1 binding to a labelled peptide, TR-FRET, 1 h. inhibition, % at 20 µM. 0.33% of 360,000 active. AID 602429, 2012; in the data active = inhibition above about 37%
LMPTP block = LMPTP phosphatase inhibitors, primary screen, biochemical, fluorescence intensity, uHTS; Low molecular weight phosphotyrosine protein phosphatase (Homo sapiens), P24666; recombinant LMPTP-A, OMFP fluorogenic substrate; inhibition, % at 20 µM; 0.22% of 360,000 active;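 active = compounds that cut the enzyme signal by at least half of the control window in the single-dose screen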;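 note: plate controls were DMSO wells with enzyme plus substrate for no effect and substrate without enzyme for full effect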
Target sequence (P24666 whole entry, looked up): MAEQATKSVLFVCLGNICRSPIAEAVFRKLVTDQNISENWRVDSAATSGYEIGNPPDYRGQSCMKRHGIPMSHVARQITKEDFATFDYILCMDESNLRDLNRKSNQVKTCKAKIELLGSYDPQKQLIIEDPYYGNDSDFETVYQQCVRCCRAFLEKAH
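Test system: LMPTP-A phosphatase enzyme. Amount: LMPTP-A at 0.625 nM final in the reaction. Reagent: OMFP substrate, 400 µM final. Times: 50 min at room temperature. Signal: endpoint fluorescence intensity from OMFP dephosphorylation. Read-out basis: % inhibition. Benchmarks: no-enzyme and uninhibited controls.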
Scp1 inh = Scp-1 phosphatase inhibitors, primary screen, biochemical, colorimetric, uHTS | Recombinant Scp1, phosphopeptide, malachite green phosphate absorbance | inhibition, % at 20 µM | AID 493091, 2011 | Carboxy-terminal domain RNA polymerase II polypeptide A small phosphatase 1 (Homo … | 0.88% of 340,000 active;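 active = inhibition above about 50% at 20 µM, limit read from the data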;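 note: plate controls were DMSO wells with enzyme for no effect and wells lacking enzyme for full effect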
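Incubation: 45 min enzyme reaction at room temperature / System: truncated SCP-1 phosphatase (76-261aa) / Reagent: Phospho 17-mer peptide substrate / Buffer or medium: Acidic Tris acetate buffer with magnesium and detergent / Signal: absorbance at 630 nm / Doses: one concentration, 20 µM, with 1.0% DMSO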
STEP block = STEP phosphatase inhibitors, primary screen, biochemical, fluorescence intensity, uHTS | inhibition, % at 20 µM | recombinant STEP, OMFP fluorogenic substrate | 0.25% of 360,000 active;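 active = inhibition at 20 µM, scaled per plate between control wells, above about 37%, limit read from the data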;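 note: 0% = DMSO with enzyme and substrate and 100% = substrate only without enzyme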
Target sequence (P54829 whole entry, looked up): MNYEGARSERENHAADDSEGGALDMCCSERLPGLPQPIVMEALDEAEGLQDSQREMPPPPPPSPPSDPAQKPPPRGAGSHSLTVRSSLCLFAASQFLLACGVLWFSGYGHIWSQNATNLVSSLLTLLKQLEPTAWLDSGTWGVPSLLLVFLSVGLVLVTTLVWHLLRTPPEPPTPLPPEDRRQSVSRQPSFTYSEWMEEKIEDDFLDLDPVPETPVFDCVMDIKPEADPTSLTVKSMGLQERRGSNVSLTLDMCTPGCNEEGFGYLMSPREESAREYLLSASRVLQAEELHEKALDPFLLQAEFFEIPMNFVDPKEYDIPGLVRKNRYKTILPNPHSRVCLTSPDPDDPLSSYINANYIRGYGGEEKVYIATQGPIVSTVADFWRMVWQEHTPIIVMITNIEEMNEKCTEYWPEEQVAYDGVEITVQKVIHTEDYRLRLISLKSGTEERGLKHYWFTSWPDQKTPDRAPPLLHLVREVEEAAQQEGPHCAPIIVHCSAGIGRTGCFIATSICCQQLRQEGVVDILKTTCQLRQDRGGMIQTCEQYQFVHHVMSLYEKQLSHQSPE
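Test system: STEP tyrosine phosphatase / Reagent: OMFP at 25 µM / Doses: 20 µM, 1% DMSO / Read-out: percent inhibition scaled to no-enzyme and uninhibited-enzyme controls, plate-pattern corrected / Detection: FITC-channel fluorescence of OMFP product / Medium: Bis-Tris buffer pH 6.0, 2.5 mM DTT, 0.005% Tween 20 / Schedule: 20 min at room temperature, dark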
DNMT1 inh = human DNMT1 methyltransferase inhibitors, primary screen, biochemical, molecular beacon, fluorescence, HinP1I cleavage, uHTS; inhibition (reported as % activation of signal), % at 10 µM; 0.83% of 360,000 active; AID 588458, 2011; in the data active = inhibition above about 50%
CSN inh = inhibitors of CSN-mediated cullin deneddylation, primary screen, biochemical, fluorescence polarization, uHTS | COP9 signalosome complex subunit 5 (Homo sapiens), Q92905 | Purified CSN, SCF-Nedd8-OG deneddylation | inhibition, % at 12.5 µM | 0.38% of 360,000 active;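 active = pattern-corrected inhibition above about 35%, with an unprinted fluorescence ratio check between 0.5 and 1.5, limit read from the data, passing the limit was not always enough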;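 note: 0% = enzyme with substrate and 100% = substrate without enzyme; some results filed as inactive read as strong as hits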
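Material: human Csn5 produced in HEK293T cells; Input: enzyme 0.24 nM; Reagent: SCFSkp2-Nedd8OG substrate at 10 nM final; Dosing: 12.5 µM compound; Incubation: 90 min reaction at room temperature; Detection: fluorescence polarization of the substrate; Evaluation: % inhibition of substrate cleavage by Csn5; Control set: substrate-only high control, full reaction low control.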
MsrA inh = bovine MsrA enzyme inhibitors, primary screen, biochemical, absorbance, HTS. Methionine sulfoxide reductase A (Bos taurus). purified bovine MsrA, absorbance read-out. inhibition, % at 15.5 µM. 0.75% of 360,000 active; in the data active = inhibition above about 4.5%;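 note: 0% = vehicle wells with enzyme and 100% = reference inhibitor wells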
Rpn11 inh = Rpn11 (PSMD14) deubiquitinase inhibitors, primary screen, biochemical, fluorescence polarization, uHTS; 26S proteasome non-ATPase regulatory subunit 14 (Homo sapiens), O00487; AID 588493, 2011; 0.59% of 360,000 active; human 26S proteasome, Ub4-pepOG fluorescence polarization; 20S core pre-blocked with epoxomicin; calls only at 20 µM;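 active = inhibition at 20 µM, scaled to each plate's controls, above about 33%, limit read from the data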
Target sequence (O00487 whole entry, looked up): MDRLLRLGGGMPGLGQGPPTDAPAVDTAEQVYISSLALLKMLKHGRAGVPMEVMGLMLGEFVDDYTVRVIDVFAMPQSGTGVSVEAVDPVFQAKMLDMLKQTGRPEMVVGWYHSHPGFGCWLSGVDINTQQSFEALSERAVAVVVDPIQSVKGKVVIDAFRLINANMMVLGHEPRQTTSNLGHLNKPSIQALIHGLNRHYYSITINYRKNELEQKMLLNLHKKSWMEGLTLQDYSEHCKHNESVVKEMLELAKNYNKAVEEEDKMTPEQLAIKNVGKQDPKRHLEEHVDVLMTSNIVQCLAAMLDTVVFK
Numbers without * were called inactive; i = inactive; x = no result given.

Start of the data: the first three entries (preview)
cpd	NadD inh	TbMetRS inhib	SUMO1 PPI mod	LMPTP block	Scp1 inh	STEP block	DNMT1 inh	CSN inh	MsrA inh	Rpn11 inh	molecule
1	3	0.1	-14	0.3	15	2	-2	-2	-0.2	i	O=C(NCc1ccccc1Cl)C1CCN(S(=O)(=O)c2cccc3nonc23)CC1
2	2	0.1	1	0.4	-6	-3	1	-1	-0.9	i	O=C(NCCc1ccc(Cl)cc1)c1ncn[nH]1
3	5	-0.5	4	1.3	-3	4	-1	0	-0.2	i	Cc1cccc(NC(=S)NC2CCCC2)n1

The list itself, from the start:
cpd	NadD inh	TbMetRS inhib	SUMO1 PPI mod	LMPTP block	Scp1 inh	STEP block	DNMT1 inh	CSN inh	MsrA inh	Rpn11 inh	molecule
1	3	0.1	-14	0.3	15	2	-2	-2	-0.2	i	O=C(NCc1ccccc1Cl)C1CCN(S(=O)(=O)c2cccc3nonc23)CC1
2	2	0.1	1	0.4	-6	-3	1	-1	-0.9	i	O=C(NCCc1ccc(Cl)cc1)c1ncn[nH]1
3	5	-0.5	4	1.3	-3	4	-1	0	-0.2	i	Cc1cccc(NC(=S)NC2CCCC2)n1
4	-3	-0.4	3	-0.6	3	0	0	0	-0.7	i	COC(=O)COc1cccc2c(=O)n(CC(=O)NCc3ccccc3)ccc12
5	16	-0.5	6	0.7	-7	2	28	-14	0.1	i	CCS(=O)(=O)N1Cc2ccccc2CC1C(=O)Nc1nnc(SCc2ccc(C#N)cc2)s1 (centres undefined)
6	-1	0.0	-2	-0.9	-4	-3	2	0	4.5*	i	COc1ccc(N2C(=O)CN=C2Nc2nc(C)cc(C)n2)cc1
7	-2	-0.2	0	-0.5	-7	-2	2	-2	-1.0	i	C=CCN1C(=O)NC2(CCCCC2)C1=O
8	4	-0.2	-6	0.1	-24	5	-4	-5	0.9	i	Cc1ccccc1Nc1c(-c2ccc(N3CCOCC3)cc2)nc2cnccn12
9	-1	-0.8	-1	-1.2	-4	15	0	-3	-1.9	i	CCCCCOC(=O)C1[C@H]2C(=O)N(Cc3cccs3)C[C@]23C=C[C@H]1O3 (some centres undefined)
10	0	0.9	2	-0.1	-7	0	2	-4	1.1	i	NS(=O)(=O)c1ccc(NC(=O)CSC2CCCCC2)cc1
11	1	-1.5	2	-1.1	-1	0	17	2	0.3	i	Cc1oc(C(=O)O)cc1COc1ccccc1Cl
12	-11	11*	0	-1.0	-16	0	7	-3	-0.9	i	COc1ccc(NC(=O)CC2C(=O)N(c3ccc(OC)cc3)C(=O)N2CCc2cccs2)cc1 (centres undefined)
13	10	-0.6	-10	1.9	-9	4	-15	20	0.2	x	N#Cc1c(Sc2ncc(C(F)(F)F)cc2Cl)nsc1C/C=N\OCc1c(F)cccc1Cl
14	-1	0.5	-6	-0.4	19	5	2	-1	-0.5	i	CCOC(=O)CCC(NC(=O)c1ccc(NCN2C(=O)c3ccccc3C2=O)cc1)C(=O)OCC (centres undefined)
15	3	-0.1	0	-1.5	0	0	1	3	1.3	i	Cc1cccc(C)c1NC(=O)CSc1nnc(-c2ccccc2)n1Cc1ccc2c(c1)OCO2
16	-5	0.0	6	0.4	-3	0	0	5	1.6	i	O=C(Sc1ccc(Cl)cc1)c1ccccn1
17	-1	0.1	-4	0.9	-2	0	-4	-4	0.6	i	COc1ccc(CCN2CN(S(=O)(=O)c3ccccc3)c3nc4ccccc4nc32)cc1OC
18	4	-1.7	-1	-0.6	9	0	4	3	0.0	i	Cc1cc(N2C(=O)C3C4CCC(C4)C3C2=O)no1 (centres undefined)
19	-3	-0.8	-6	-0.3	-5	-1	2	3	-0.7	i	COC(=O)c1ccc(NC(=O)Cn2c([N+](=O)[O-])cnc2C)cc1
20	-9	-0.3	-1	-0.1	-5	0	3	-5	-1.4	i	CNC(=O)c1[nH]cnc1C(=O)N[C@@H](C)C(=O)OC(C)(C)C
21	-5	-0.3	3	1.0	-8	1	6	-3	0.8	i	O=[N+]([O-])c1cc([N+](=O)[O-])c(Oc2c(F)ccc(F)c2F)cc1NN1CCCCC1
22	9	-0.8	1	-0.7	-5	-1	-7	-6	-1.2	i	CCOC(=O)[C@H]1[C@H]2COc3ccc(Cl)cc3[C@@H]2N2C(=O)c3cc(Cl)ccc3NC(=O)[C@@]12C
23	-3	-0.1	4	-1.9	x	0	4	0	-0.7	i	COCCCn1c(SCC(=O)c2c(N)n(C3CC3)c(=O)[nH]c2=O)nnc1-c1ccccc1Cl
24	-1	-1.3	2	1.2	-8	-4	11	-1	0.5	i	Cc1ccn(C(=O)c2ccc(NC(=O)C3CC3)cc2)n1
25	-6	-0.5	3	-1.2	-10	-2	9	1	-0.9	i	c1ccc(Nc2nnc(-c3cccc4ccccc34)o2)cc1
26	14	-0.4	4	1.6	-4	0	-6	-5	-1.5	i	O=C(c1cccc(NS(=O)(=O)c2ccc(Br)cc2)c1)N1CCN(c2ccccc2O)CC1
27	1	-0.3	-9	0.1	x	-2	-2	-1	-0.5	i	COc1ccc(C(O)c2nc(-c3ccoc3)cs2)cc1 (centres undefined)
28	4	0.1	2	-0.6	-23	-1	-1	-1	0.0	i	O=C(NCCC(=O)N1CCOCCOCCOCCOCC1)OCc1ccccc1
29	-4	-0.6	1	0.1	4	0	-5	4	8.6*	i	COc1ccc(-c2csc3nc(C)n(-n4cccc4)c(=O)c23)cc1
30	-5	-1.2	-8	-1.5	6	-1	3	-6	0.8	i	COc1cc(/C=C/C(=O)OCC(=O)N2CCCCCC2)ccc1OCC#N
31	-3	-1.0	0	-1.1	-7	2	0	1	-0.1	i	O=S1(=O)CC(N2CCCCC2)C(N2CCCCC2)C1 (centres undefined)
32	-5	-0.7	-2	0.4	-2	0	2	3	-0.7	i	Cc1sc2ncnc(SCC(=O)NC3CC3)c2c1C
33	9	-0.4	28	2.6	-5	2	-10	-3	2.0	i	CCOc1ccccc1NC(=O)c1cc(C(=O)c2cc(Br)ccc2O)coc1=N
34	-2	6.4*	-22	1.6	1	3	-3	3	6.1*	i	Nc1nnc(CC(=O)N/N=C/c2ccc(-c3ccc(F)cc3)o2)s1
35	1	-0.2	-4	-0.6	-1	2	9	-3	1.2	i	Cc1cccc(NC(=S)N/N=C/c2ccc(Cl)c([N+](=O)[O-])c2)c1
36	-8	-0.9	2	1.6	-9	0	3	6	-0.2	i	Cc1nn(C)c(C)c1S(=O)(=O)N(CC(=O)N1CCc2ccccc21)c1ccc(C(C)C)cc1
37	-3	1.8	5	0.7	8	3	7	6	3.2	i	NC(=O)c1c(NC(=O)c2ccccc2)sc2c1CCC2
38	3	-1.8	0	0.7	-3	2	-6	-4	1.0	i	CN(C)S(=O)(=O)c1ccc(-c2cn3ccccc3n2)cc1
39	-4	0.2	-11	0.1	-9	3	-1	4	2.0	i	Cc1c(NC(=O)C(C)OC(=O)/C=C/c2ccc3c(c2)OCO3)c(=O)n(-c2ccccc2)n1C (centres undefined)
40	-1	0.1	-8	0.5	-7	4	2	0	2.4	i	Cc1ccc(SCC(=O)NNC(=O)CNC(=O)c2ccccc2F)cc1
41	1	0.8	-8	-0.3	-4	0	-9	-2	4.1	i	CCCC(=O)Nc1ccc(C(=O)N/N=C/c2ccc[nH]2)cc1
42	-7	-1.0	-18	0.0	-1	-1	3	4	0.6	i	CCn1c(=O)c(C(=O)Nc2ccccc2F)c(O)c2ccccc21
43	5	-0.3	2	4.2	-11	-2	-13	1	0.0	i	CC(C)C[C@H](NC(=O)c1nc[nH]c1C(=O)NCCCCCNC(=O)OC(C)(C)C)C(=O)OC(C)(C)C
44	-8	0.3	-3	7.3	-5	0	-3	8	-1.4	i	CCN(CC)c1ccc(CNc2nc3ccccc3n2CCN2CCOCC2)cc1
45	12	0.0	4	3.9	x	5	-1	-3	1.6	i	CCc1nc2c(OCCC3CCCCC3)cccn2c1N(C)C(=O)CC(C)C
46	-4	-0.7	2	4.0	4	15	1	-2	1.0	i	COc1cccc(C(=O)N2CCC(C(=O)NCc3ccco3)CC2)c1
47	-2	-1.7	-8	-2.3	-5	-2	1	3	2.3	i	COC(=O)CC(=O)CSc1nc2c(cc1C#N)CCC2
48	-2	-2.1	-3	1.3	-13	-1	-2	-5	-0.8	i	O=C(Nc1ccc(N2CCOCC2)cc1)c1cn2ccccc2n1
49	0	-0.2	-3	2.4	1	0	1	-6	0.4	i	OCC1(Cc2ccccc2C(F)(F)F)CCN(Cc2cccc3cnccc23)CC1
50	-4	0.1	0	7.0	x	10	25	2	-1.1	i	O=C(NN=Cc1ccc2c(c1)CCC2)c1cccc([N+](=O)[O-])c1
51	-3	-0.2	-8	-0.9	-10	-4	-2	-7	4.5	i	Cn1c(=O)c2[nH]c(N=NN3CCCCC3)nc2n(C)c1=O
52	3	-0.6	-9	-2.2	-13	-1	1	1	1.5	i	Cc1c(NC(=O)c2coc(=O)c(Br)c2)c(=O)n(-c2ccccc2)n1C
53	0	0.2	4	-1.3	-1	-1	2	1	-0.5	i	C=CCn1c(Cc2csc(N)n2)nnc1SCc1ccc(C(=O)OC)cc1
54	-8	-0.6	0	-2.3	-4	-3	-3	-3	-0.6	i	Nc1cc(=O)[nH]c(SCc2ccccc2Cl)n1
55	0	-0.4	-15	-8.9	-13	-3	-3	3	-0.4	i	Cn1cccc1C(=O)N1CCc2ccccc2C1
56	-2	-0.4	-2	-1.3	-5	1	2	-3	0.5	i	Cc1cccc(C(=O)OCC(=O)NCCN2C(=O)CSC2=O)c1[N+](=O)[O-]
57	5	-0.4	-18	-0.6	-11	-2	-2	-3	1.1	i	COCCN(C(=O)COC(=O)c1cc2ccccc2cc1O)c1c(N)n(Cc2ccccc2)c(=O)[nH]c1=O

Bioassay records (PubChem)

Compounds as they come, and some 3.9% of all compounds hit somewhere here.
